BLM inh: Bloom syndrome helicase (human) inhibition. Potency, µM (top dose mostly 56.1 µM), inactives show at the top dose activity change, negative = inhibition, hits mostly inhibitors. P54132. AID 2528. recombinant BLM DNA unwinding, fluorescence dequenching. actives 0.2% (n = 350,000);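 further: potency means the concentration at half of the fitted maximal effect; plate controls were vehicle for no effect and no enzyme for full effect; nearly all actives have a fitted effect of over 35% in size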
POLH inh: DNA polymerase eta (human) inhibition | Potency, µM (top dose mostly 114 µM), inactives show at the highest dose activity change, negative = inhibition, actives largely listed as inhibitors | Q9Y253 | actives 1.2% (n = 390,000) | recombinant Pol eta, fluorescent DNA replication assay | AID 588591; further: potency means the concentration at half of the fitted maximal effect; on the % scale 0 is the no-effect control and ±100 the full control effect
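Fluorescent replication assay: 50 nM final substrate added after a 15 min room-temperature compound preincubation with 10 nM enzyme. Signal taken at 0 min and again at 10 min.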
POLB inh: blocks human DNA polymerase beta activity; P06746; Pol beta primer extension/strand displacement, fluorescence kinetic; Potency, µM (highest dose often 114 µM), inactives show at the highest dose activity change, negative = inhibition, usual class: inhibitors; actives 1.3% (n = 340,000); AID 485314; further: potency means the concentration at half of the fitted maximal effect; on the % scale 0 is the no-effect control and ±100 the full control effect
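10 nM enzyme + cpd, 15 min RT; start with substrate 50 nM final; read 0 min and after 10 min RT. Corrected, normalized data; 4-parameter Hill curve fit.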
Apoferritin bind: candidate novel general anesthetic via apoferritin binding. P02791. apoferritin/1-aminoanthracene competitive binding, fluorescence. Potency, µM (highest dose often 77.5 µM), for the others: at the top dose activity change, negative = displacement, actives largely listed as inhibitors. actives 0.074% (n = 350,000). AID 485281; further: potency means the concentration at half of the fitted maximal effect; on the % scale 0 is the no-effect control and ±100 the full control effect; nearly all actives have a fitted effect of over 20% in size
Target sequence (P02791 2-175 limits assumed): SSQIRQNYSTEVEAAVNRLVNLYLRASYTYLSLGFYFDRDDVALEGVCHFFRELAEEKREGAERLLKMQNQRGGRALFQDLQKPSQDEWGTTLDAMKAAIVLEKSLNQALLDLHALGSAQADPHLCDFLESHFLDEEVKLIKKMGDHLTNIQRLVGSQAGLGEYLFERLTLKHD
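Horse-spleen apoferritin (10 uM) was mixed with 50% saturated 1-aminoanthracene in PBS, exposed to compounds for 10 min at room temperature, and read for fluorescence (ex 380 nm, em 535 nm). Competitive displacement was fitted with a four-parameter Hill equation.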
APE1 inh: inhibitors of human APE1 endonuclease. P27695. recombinant APE1, TAMRA/BHQ-2 abasic DNA cleavage fluorescence. Potency, µM (titrated, usually from 65.8 µM), without a hit: at the highest dose activity change, negative = inhibition, most hits filed as inhibitors. actives 0.35% (n = 350,000);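 further: potency means the concentration at half of the fitted maximal effect; plate controls were vehicle for no effect and reference inhibitor for full effect; nearly all actives have a fitted effect of over 55% in size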
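Quantitative HTS: incision of a TAMRA/BHQ-2 double-stranded substrate bearing a tetrahydrofuran abasic site by 0.75 nM APE1 raises fluorescence. Substrate 50 nM final, added after 15 min compound preincubation at room temperature; progress as third-minus-first kinetic read difference.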
Tb PGK inh: blocks T. brucei phosphoglycerate kinase; PGK/GAPDH coupled, Kinase-Glo luminescence, 60 min; Potency, µM (series often up to 57.5 µM), for the others: at the highest dose activity change, negative = inhibition, hits mostly inhibitors; actives 0.043% (n = 380,000); AID 602233; further: potency means the concentration at half of the fitted maximal effect; on the % scale 0 is the no-effect control and ±100 the full control effect; nearly all actives have a fitted effect of over 60% in size
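Recombinant glycosomal PGK reaction used 1,3-bisphosphoglycerate generated in-well by GAPDH (100nM final) in 100mM TEA pH 7.6, 5mM MgCl2, 0.01% Tween-20. After 60 minutes at room temperature, ATP was read by Kinase-Glo Plus luminescence end-point.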
RXFP1 antagonist: RXFP1 (human) relaxin receptor antagonism | Q9HBX9 | HEK293-RXFP1, relaxin-stimulated cAMP HTRF, 30 min; stronger effect = lower value | activity change, negative = inhibition, % at 57.5 µM | actives 0.59% (n = 350,000);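 active means activity change of -60% or lower, but not beyond a set lower limit; inconclusive means change between -60% and -40%, or beyond the set limit; inactive means change above -40%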; further: on the % scale 0 is the no-effect control and ±100 the full control effect
Target sequence (Q9HBX9 whole entry, looked up): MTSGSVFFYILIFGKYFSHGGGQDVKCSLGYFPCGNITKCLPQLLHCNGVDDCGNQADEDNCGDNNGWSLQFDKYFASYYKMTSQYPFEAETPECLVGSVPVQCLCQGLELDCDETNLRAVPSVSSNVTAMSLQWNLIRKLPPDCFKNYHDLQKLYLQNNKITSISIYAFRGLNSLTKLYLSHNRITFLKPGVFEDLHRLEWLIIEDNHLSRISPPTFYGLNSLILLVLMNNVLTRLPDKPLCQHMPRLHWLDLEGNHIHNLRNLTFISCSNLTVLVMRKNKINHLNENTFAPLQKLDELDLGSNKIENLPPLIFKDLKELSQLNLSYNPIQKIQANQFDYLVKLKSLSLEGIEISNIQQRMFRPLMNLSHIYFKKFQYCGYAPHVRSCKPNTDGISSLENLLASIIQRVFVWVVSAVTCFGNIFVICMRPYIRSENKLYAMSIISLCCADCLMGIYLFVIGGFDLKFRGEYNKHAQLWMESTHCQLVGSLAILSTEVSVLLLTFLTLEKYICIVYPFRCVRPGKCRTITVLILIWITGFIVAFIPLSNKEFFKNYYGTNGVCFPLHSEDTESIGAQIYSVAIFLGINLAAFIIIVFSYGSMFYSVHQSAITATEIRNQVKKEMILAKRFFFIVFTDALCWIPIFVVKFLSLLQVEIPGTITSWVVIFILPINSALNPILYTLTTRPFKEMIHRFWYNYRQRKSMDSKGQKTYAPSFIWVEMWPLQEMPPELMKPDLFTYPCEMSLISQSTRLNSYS
POLK inh: blocks human DNA polymerase kappa activity; purified Pol kappa, fluorescent DNA synthesis assay, 10 min; Potency, µM (top dose mostly 107 µM), for the others: at the highest dose activity, negative = inhibition, hits mostly inhibitors; actives 0.53% (n = 400,000); further: potency means the concentration at half of the fitted maximal effect; on the % scale 0 is the no-effect control and ±100 the full control effect
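Kinetic fluorescence readout at 0 and 10 min followed reaction start with substrate at 50 nM final. Beforehand, enzyme (10 nM Pol kappa) stood 15 min with compound at room temperature; buffer-only wells were negative controls.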
Pol iota inh: inhibitors of human DNA polymerase iota | Q9UNA4 | Pol iota fluorescent replication assay, 10 min | Potency, µM (top dose mostly 115 µM), for the others: top-dose activity, negative = inhibition, actives largely listed as inhibitors | actives 1% (n = 390,000); further: potency means the concentration at half of the fitted maximal effect
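Pol iota at 10 nM preincubated 15 min with compounds at room temperature; reaction started with fluorescent substrate, 50 nM final. Fluorescence read kinetically at 0 and 10 min; buffer-only wells as negative control.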
Active calls of the source: *; i = inactive; ? = inconclusive; . = not tested or not shown; [ ] = remark or other dose. Unless noted, the call rests on the fitted dose curve; in most records, active means well fitted curve in the direction sought with a large enough effect; inconclusive means small, poorly fitted or top-dose-only effect, or another doubt; inactive means no such curve, though single readings can be large; an effect the other way counts as inactive or inconclusive. Some of the compounds tested, so the mix of outcomes need not match the whole.

1. OCC12COC(c3ccccc3)N1C(c1ccccc1)OC2 (stereo not given)
2. O=C(C1CCCO1)N1CCN(Cc2nc3ccccc3c(=O)[nH]2)CC1 (stereo not given)
3. N#Cc1c(NC(=O)CN2CCN(C(=O)c3ccco3)CC2)sc2c1CCCCC2
4. COc1ccc(C2=NCCc3cc(OC)c(OC)cc32)cc1OC
5. COc1ccc(OC)c(-n2c(=O)c3ccccc3c3ccccc3c2=O)c1
6. CC(C)C1C(c2ccccc2)NC(c2ccccc2)CC1(O)c1ccc(F)cc1 (stereo not given)
7. CCOC(=O)c1c(C)[nH]c(C(C)=NNC(=O)Cn2nc(C)cc2C)c1C
8. C[C@H](CO)N1C[C@H](C)[C@@H](CN(C)C(=O)Nc2ccccc2)Oc2c(NS(=O)(=O)c3cccs3)cccc2C1=O
entry no. | 1 | 2 | 3 | 4 | 5 | 6 | 7 | 8
BLM inh | -1% | -4% | -8% | -7% | -3% | -9% | . | .
POLH inh | -10% | -9% | -11% | -18% | -23% | -14% | -8% | -18%
POLB inh | 34% | -7% | 4% | 10% | -4% | -23% | . | .
Apoferritin bind | -18% | 31% | -8% | 49%[activator] | -10% | -15% | . | .
APE1 inh | -8% | -6% | 1% | 0% | 0% | 9% | 4% | -6%
Tb PGK inh | 0% | . | -11% | -4% | -3% | -5% | -8% | -4%
RXFP1 antagonist | -20 | 6 | 9 | 0 | -22 | -12 | 2 | .
POLK inh | -19% | -2% | -5% | -20% | -8% | -20% | -22% | -14%
Pol iota inh | -2% | ? | -8% | 15% | -2% | -2% | 35%[activator] | 29%

9. COc1cc(/C=N/N2CCOCC2)ccc1OC(=O)c1ccco1
10. CC(=O)NC(CCCNC(=S)NC1CCCCC1)C(=O)O (stereo not given)
11. O=C(Nc1ccccn1)c1ccc([N+](=O)[O-])o1
12. Cc1ccc(S(=O)(=O)N2CCCCC2)cc1NC(=O)c1nn(C)c(=O)c2ccccc12
13. COc1ccc(CCNC(=O)C2CCCN(S(=O)(=O)c3cc(C)ccc3OC)C2)cc1OC (stereo not given)
14. O=C(Nc1nc(-c2ccco2)c(-c2ccco2)s1)c1cnccn1
15. COc1ccccc1NS(=O)(=O)c1cccc(NC(=O)C(C)NC(=O)c2ccco2)c1 (stereo not given)
16. COc1ccc2ccccc2c1-c1csc(N)n1
entry no. | 9 | 10 | 11 | 12 | 13 | 14 | 15 | 16
BLM inh | 2% | -3% | 1% | . | 1% | . | . | -3%
POLH inh | -11% | -8% | -11% | ? | -8% | ? | -5% | 0%
POLB inh | -22% | 1% | 1% | . | 9% | . | . | -1%
Apoferritin bind | -8% | -4% | 1% | . | 12% | . | . | -3%
APE1 inh | -6% | 1% | -2% | 12% | 1% | -28% | -3% | ?
Tb PGK inh | -11% | -4% | -1% | -4% | -1% | -14% | -6% | .
RXFP1 antagonist | -4 | -11 | 14 | -5 | -10 | -19 | -5 | 4
POLK inh | -3% | -1% | -4% | -12% | -44% | ? | -12% | 7%
Pol iota inh | 32%[activator] | 48%[activator] | ? | 104%[activator] | -21% | 50µM* | -8% | -3%

17. O=C(Cc1sc(-c2ccccc2Cl)nc1-c1ccccc1)Nc1ccc(F)cc1
18. COc1cccc(OCc2cc(C(=O)N(Cc3nccn3C)C(C)C)no2)c1
19. O=C(NNc1cccc(Cl)n1)c1c(Cl)cccc1Cl
20. COc1ccc(Cn2nnnc2CN(Cc2cc3cc(C)ccc3[nH]c2=O)C2CCCC2)cc1
21. O=C(CCC(=O)OCc1ccc(C(=O)Oc2ccc(Cl)cc2)cc1)Nc1ccccc1
22. COc1ccccc1C(=O)C1CCCN(C(=O)c2cc(C(C)C)no2)C1 (stereo not given)
23. CC(C)Cn1c(N)c(C(=O)COC(=O)/C=C/c2ccccc2)c(=O)n(C)c1=O
24. CCOc1ccccc1C(=O)N1CCOCC1
entry no. | 17 | 18 | 19 | 20 | 21 | 22 | 23 | 24
BLM inh | -11% | -2% | 2% | -1% | 2% | -1% | . | -3%
POLH inh | -13% | -4% | 9% | -9% | 5% | -6% | -7% | -3%
POLB inh | 4% | 21% | 25% | 12% | -10% | 80% | . | -2%
Apoferritin bind | -4% | -8% | -16% | 11% | -2% | -9% | . | -9%
APE1 inh | -9% | 2% | -7% | 17% | 3% | -7% | -13% | 2%
Tb PGK inh | i | i | -6% | -7% | -3% | i | 1% | 2%
RXFP1 antagonist | -4 | -6 | -12 | -13 | -5 | 6 | -18 | 7
POLK inh | 2% | -6% | -16% | -6%[60.1 µM] | -7% | -7% | -11% | -19%
Pol iota inh | 2% | -11% | 9% | 19% | 4% | -2% | 59%[activator] | 5%

25. CC1(C)CCc2cc(S(=O)(=O)N3CCN(S(=O)(=O)c4c(F)cccc4F)CC3)ccc2O1
26. CCCC(O)(c1ccc(Br)cc1)C(CN1CCOCC1)c1ccc(Cl)cc1 (stereo not given)
27. CCN(CC)CCNC(=O)c1ccc(NC(=O)c2cn(-c3ccccc3)nc2-c2cccs2)cc1
28. O=C(CN1C(=O)C2CCCCN2c2ccc(C(=O)N3CCCC3)cc21)NCc1cccc(F)c1 (stereo not given)
29. C=CCn1c(=N)n(CC(O)COc2ccc(OC)cc2)c2ccccc21 (stereo not given)
30. CN(C)N(Cc1ccccc1)C(=O)C(O)(c1ccccc1)c1ccccc1
31. CC/C(O)=C1\C(=O)CCCC1=NCCc1c(C)[nH]c2ccc(C)cc12
32. CCc1cccc(C)c1NS(=O)(=O)Cc1ccccc1
entry no. | 25 | 26 | 27 | 28 | 29 | 30 | 31 | 32
BLM inh | . | -6% | 38%[activator] | 1% | 0% | -3% | -2% | -6%
POLH inh | -8% | -7% | -24% | -22% | -8% | -4% | 23% | -22%
POLB inh | . | -3% | 16% | -21% | -3% | 8% | -4% | 25%
Apoferritin bind | . | -4% | -5% | 1% | -15% | -9% | -6% | ?
APE1 inh | -3% | 4% | 0% | . | 15% | -11% | -2% | 10%
Tb PGK inh | -7% | 8% | -9% | -6% | -7% | -18% | -8% | -10%
RXFP1 antagonist | . | -36 | -12 | -5 | . | 4 | -12 | -2
POLK inh | -8% | -6% | -6% | -9%[60.1 µM] | -22% | -8% | 3% | 1%
Pol iota inh | 15% | 0% | 25% | 30% | 39%[activator] | 16% | -9% | 128%[activator]

33. CCC1CCCCN1C(=O)CSC1=NN2CCCC(=O)N=C2S1 (stereo not given)
34. CCCS(=O)(=O)c1c(S(=O)(=O)CCC)c2ccc(C(N)=O)cn2c1C(=O)OC
35. CCOC(=O)C1=CC[C@@H](c2ccccc2Cl)N(S(=O)(=O)c2ccc(C)cc2)[C@H]1C(=O)OCC
36. CC(=O)NC(CC(=O)NC1CCCCCC1)c1ccccc1 (stereo not given)
37. COc1cccc(NC(=O)C2C3C=CC4(O3)C2C(=O)N(CCCN2CCC(C)CC2)C4C(=O)NC2CCCCC2)c1 (stereo not given)
38. CCCCCCc1c(O)nc(SCCN2CCOCC2)[nH]c1=O
39. COCc1nc2ccccc2n1Cc1ccccc1C
40. Cc1ccc(C(=O)NC(=S)NNC(=O)c2ccc([N+](=O)[O-])cc2)cc1
entry no. | 33 | 34 | 35 | 36 | 37 | 38 | 39 | 40
BLM inh | -6% | -12% | . | 0% | -1% | 2% | -8% | -5%
POLH inh | -11% | -14% | -24% | -18% | -22% | -6% | -18% | -1%
POLB inh | -29% | 3% | . | 21% | -5% | -2% | -14% | ?
Apoferritin bind | -3% | 10% | . | -12% | -10% | 2% | -9% | -1%
APE1 inh | -5% | -10% | 7% | -1% | 44% | -4% | 0% | -9%
Tb PGK inh | -2% | -3% | -6% | -1% | 2% | 2% | 3% | 5%
RXFP1 antagonist | -18 | -1 | . | 0 | 6 | -26 | 12 | 12
POLK inh | 1% | -22% | 11% | 5% | -8% | -6% | -20% | -12%
Pol iota inh | -14% | 89%[activator] | 55%[activator] | 12% | 142%[activator] | -16% | 46%[activator] | 19%

41. COc1ccccc1-n1c(-c2ccccc2)n[nH]c1=S
42. COc1ccc([C@@H]2[C@@H]3C(=O)N(C(C)(C)C)C(=O)[C@@H]3[C@]3(Cc4ccc(Cl)cc4)C(=O)N(c4ccc(C)cc4)C(=O)N23)cc1
43. Cc1ccc2cc(CN(CC3CCCO3)S(=O)(=O)c3ccc4c(c3)OCCO4)c(=O)[nH]c2c1C (stereo not given)
44. CCOc1ccc(OCC)c(NC(=O)CN(c2ccc(OC)cc2)S(=O)(=O)c2c(C)noc2C)c1
entry no. | 41 | 42 | 43 | 44
BLM inh | 3% | . | . | -7%
POLH inh | 3% | -21% | -16% | -2%
POLB inh | 2% | . | . | 3%
Apoferritin bind | -4% | . | . | 65%[activator]
APE1 inh | 15% | 9% | . | -1%
Tb PGK inh | i | 1% | . | 2%
RXFP1 antagonist | -9 | . | -7 | -34
POLK inh | 1% | 6% | 2% | -2%
Pol iota inh | 57%[activator] | 17% | 46%[activator] | 8%

A stretch taken from the entries so far, for reference:
41. COc1ccccc1-n1c(-c2ccccc2)n[nH]c1=S
42. COc1ccc([C@@H]2[C@@H]3C(=O)N(C(C)(C)C)C(=O)[C@@H]3[C@]3(Cc4ccc(Cl)cc4)C(=O)N(c4ccc(C)cc4)C(=O)N23)cc1
43. Cc1ccc2cc(CN(CC3CCCO3)S(=O)(=O)c3ccc4c(c3)OCCO4)c(=O)[nH]c2c1C (stereo not given)
44. CCOc1ccc(OCC)c(NC(=O)CN(c2ccc(OC)cc2)S(=O)(=O)c2c(C)noc2C)c1
entry no. | 41 | 42 | 43 | 44
BLM inh | 3% | . | . | -7%
POLH inh | 3% | -21% | -16% | -2%
POLB inh | 2% | . | . | 3%
Apoferritin bind | -4% | . | . | 65%[activator]
APE1 inh | 15% | 9% | . | -1%
Tb PGK inh | i | 1% | . | 2%
RXFP1 antagonist | -9 | . | -7 | -34
POLK inh | 1% | 6% | 2% | -2%
Pol iota inh | 57%[activator] | 17% | 46%[activator] | 8%
